CHT inh – inhibits the human high affinity choline transporter. AID 488975. hit rate 0.86% among 310,000. B-score at 10 µM. CHT-expressing cells, membrane potential dye, choline response; hits give low values;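 active means B-score over 3 SD under the library average, and starting fluorescence ratio not unusually high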;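 further: choline stimulus applied at its EC90 after an EC20 pre-addition; B-score computed on integrated fluorescence ratio after choline addition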
Target sequence (Q9GZV3 whole entry, looked up): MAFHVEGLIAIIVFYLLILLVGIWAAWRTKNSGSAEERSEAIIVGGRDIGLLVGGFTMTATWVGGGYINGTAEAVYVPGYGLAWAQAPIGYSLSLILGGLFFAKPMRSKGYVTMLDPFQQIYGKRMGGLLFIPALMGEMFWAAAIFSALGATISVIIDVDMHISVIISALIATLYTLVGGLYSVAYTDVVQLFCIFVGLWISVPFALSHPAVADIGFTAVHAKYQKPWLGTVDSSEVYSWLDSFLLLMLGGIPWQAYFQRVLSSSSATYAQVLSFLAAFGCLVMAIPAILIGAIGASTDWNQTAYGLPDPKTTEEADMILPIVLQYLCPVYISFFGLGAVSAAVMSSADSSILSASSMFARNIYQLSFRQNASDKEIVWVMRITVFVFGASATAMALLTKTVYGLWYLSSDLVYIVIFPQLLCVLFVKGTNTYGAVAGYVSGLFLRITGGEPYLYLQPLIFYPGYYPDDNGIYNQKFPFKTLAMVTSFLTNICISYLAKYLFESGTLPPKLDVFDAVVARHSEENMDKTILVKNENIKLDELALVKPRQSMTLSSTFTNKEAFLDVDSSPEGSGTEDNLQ
CHT allo act – human CHT allosteric activation; AID 488977; hit rate 0.49% among 310,000; Q9GZV3; CHT-expressing cells, membrane potential dye, choline EC20; hits give high values; LV-AA mutant CHT in HEK293 cells; B-score at 10 µM;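 active means initial fluorescence not abnormally high and integrated response B-score, plate-corrected, over 3 SD above library mean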
STK33 kinase inh – blocks human STK33 kinase activity | Q9BYT3 | purified STK33, MBP phosphorylation, ADP-Glo luminescence | inhibition, % at 10 µM | hit rate 0.073% among 320,000;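 active means inhibition at or above 25%, using the most active replicate where run in duplicate; inactive means inhibition below 25%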
Target sequence (Q9BYT3 whole entry, looked up): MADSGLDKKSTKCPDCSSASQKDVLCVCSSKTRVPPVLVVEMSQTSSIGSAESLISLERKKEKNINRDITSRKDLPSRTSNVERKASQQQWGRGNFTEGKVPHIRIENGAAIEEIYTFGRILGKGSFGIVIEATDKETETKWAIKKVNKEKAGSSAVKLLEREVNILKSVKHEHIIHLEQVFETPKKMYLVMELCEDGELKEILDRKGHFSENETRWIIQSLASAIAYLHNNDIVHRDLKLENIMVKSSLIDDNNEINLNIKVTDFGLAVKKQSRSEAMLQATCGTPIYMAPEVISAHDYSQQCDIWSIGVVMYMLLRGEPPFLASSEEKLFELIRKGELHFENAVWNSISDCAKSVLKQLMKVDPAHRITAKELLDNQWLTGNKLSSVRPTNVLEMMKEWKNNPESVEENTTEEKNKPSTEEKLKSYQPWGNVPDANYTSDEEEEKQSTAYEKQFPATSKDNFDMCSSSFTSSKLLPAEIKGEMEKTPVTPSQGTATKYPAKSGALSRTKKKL
The depositor's hits bear a star; i = inactive; nt = not tested or not shown.

SMILES	CHT inh	CHT allo act	STK33 kinase inh
CC1CCC2C(=O)N(c3ccc(S(=O)(=O)c4ccccc4)cc3)C(=O)C2C1 (stereo not given)	i	i	-1.1
O=Cc1ccc(Oc2ncccn2)cc1	i	i	-0.5
Cc1cc(C)c(NC(=O)CN)c(C)c1	i	i	-1.3
CCN(CC)Cc1csc2ccc(Br)cc12	i	i	-1.5
Cc1cc(C)cc(NC(=O)NCc2nnc(SCc3ccccc3)n2C)c1	i	i	-0.6
N#CC1=C(N)SC(N)=C(C#N)C1c1ccc([N+](=O)[O-])cc1	i	i	-0.2
CC1CCC(NC(=O)c2ccc(-n3cncn3)c([N+](=O)[O-])c2)CC1 (stereo not given)	i	i	1.0
Cc1nc(Nc2ccccc2Br)c2nnn(Cc3ccccc3)c2n1	i	i	-1.2
COc1ccc(COc2cc(-c3cccc(OC)c3)nc3ccc(NC(=O)c4ccc(OC)cc4)cc23)cc1	i	i	-2.6
CCCNS(=O)(=O)c1cccc(C(=O)OCc2cc(=O)oc3cc(OC)ccc23)c1	i	i	-0.8
CNC(=S)Nc1ccc(C)c(NC(=S)NC)c1	i	i	-0.3
COc1cccc(-c2cc(C(=O)N/N=C/c3ccc(OC)c(COC(C)=O)c3)c3ccccc3n2)c1	i	i	0.2
O=C(NC1CCC(CC2CCC(NC(=O)C(Cl)Cl)CC2)CC1)C(Cl)Cl (stereo not given)	i	i	-0.7
O=C(Cn1nc(C(F)(F)F)c2c1CCCC2)NCCN1CCOCC1	i	i	-1.9
CCN1CCC(n2nccc2NC(=O)c2ccccc2Cl)CC1	i	i	0.3
Oc1ccc(C[C@H]2CNC(=S)N2CCc2cc(C(F)(F)F)cc(C(F)(F)F)c2)cc1	i	i	-1.0
CC(=O)Nc1cccc(C(=O)Nc2nc(C)cs2)c1	i	i	1.2
COCCCN1C(=O)C(=O)/C(=C(/O)c2ccc(S(=O)(=O)N3CCOCC3)cc2)C1c1ccc(OC)cc1 (stereo not given)	i	i	1.0
CCn1c(C)nc2cc(C(=O)NNS(=O)(=O)c3c(C)c(C)cc(C)c3C)ccc21	i	i	-2.9
O=C(c1cc2ccccc2oc1=O)N(Cc1ccc2c(c1)OCO2)Cc1ccco1	i	i	1.1
COc1ccc(N(CC(=O)NC2CCCCC2)C(=O)c2ccc(C)s2)c(OC)c1	i	i	-0.2
CS(=O)(=O)N1CCC(C(=O)NCc2ccco2)CC1	i	i	-1.0
O=C(Nc1ccccc1Br)C1CCCN1S(=O)(=O)c1cccc2nsnc12 (stereo not given)	-7.9*	i	nt
Cc1ccccc1OCC(=O)OCC(=O)c1ccc(OCc2ccccc2)cc1	i	i	-0.2
N#Cc1ccc(Oc2ccc(C(N)=O)cc2)cc1C#N	i	i	2.4
C/C=C(/C)C(=O)Nc1cccc(C2=NOC3(C2)C[C@@H](C(N)=O)N(C(=O)[C@H]2CCC(=O)N2)C3)c1 (stereo not given in full)	i	i	-0.2
COc1ccc(C(=O)N[C@H](C(=O)Nc2nc3c(s2)CCCC3)C(C)C)cc1	i	i	-1.3
CCOC(=O)/C=C/C(=O)OCC(=O)Nc1ccc(OC)c(Cl)c1	i	i	-1.9
O=C(Nc1nc2ccccc2[nH]1)C1CC1	i	i	6.2
COCCCNC(=O)C1=CCN(S(=O)(=O)c2ccc(OC)cc2)CC1	i	i	-1.1

Single entries from the entries so far.
`CCn1c(C)nc2cc(C(=O)NNS(=O)(=O)c3c(C)c(C)cc(C)c3C)ccc21` in STK33 kinase inh → -2.9
`COc1ccc(C(=O)N[C@H](C(=O)Nc2nc3c(s2)CCCC3)C(C)C)cc1` in STK33 kinase inh → -1.3
`Cc1ccccc1OCC(=O)OCC(=O)c1ccc(OCc2ccccc2)cc1` in STK33 kinase inh → -0.2
`Oc1ccc(C[C@H]2CNC(=S)N2CCc2cc(C(F)(F)F)cc(C(F)(F)F)c2)cc1` in STK33 kinase inh → -1.0

Remaining list, next part:
SMILES	CHT inh	CHT allo act	STK33 kinase inh
Cc1cc(C)nc(NC(=O)c2cc(-c3ccc(C)s3)nc3ccccc23)c1	i	i	-0.2
CCCCNc1nnc(SCC(=O)c2c[nH]c3ccccc23)s1	i	i	-1.6
CC(=O)Nc1ccc2nc(NC(=O)CN3CCOCC3)sc2c1	i	i	-0.2
CCCCCCOC(=O)C(C#N)c1nc2ccccc2nc1N1CCCCC1 (stereo not given)	i	i	-0.6
COc1ccc(C(=O)NCCCNC(=O)c2ccco2)cc1OC	i	i	-1.5
O=C(CCC(=O)N1CCSc2ccccc21)NCc1cccc(Br)c1	i	i	-0.1
O=C(CSc1nnnn1C1CC2CCC1C2)Nc1ccnc2ccccc12 (stereo not given)	i	i	0.1
COc1ccc(N(C)C(=O)C2CCCN2S(=O)(=O)c2cccc3nsnc23)c(OC)c1 (stereo not given)	i	i	-0.8
O=C(N=Nc1c(O)n(Cc2ccccc2)c2ccccc12)c1cc2ccccc2cc1O	i	i	-0.3
CCN(CC)CCN(Cc1cc2cc(C)ccc2[nH]c1=O)C(=S)NCc1ccco1	i	i	0.3
O=C(/C=C/c1cccs1)Nc1ccc(Br)cn1	i	i	1.4
CC(=O)Nc1ccc(CN2CCN(CCc3ccccc3)C(CCO)C2)cc1 (stereo not given)	i	i	-1.6
O=C(/C=C/c1ccncc1)c1ccc(NC(=O)c2ccccc2F)cc1	i	i	0.9
Cc1ccc(NC(=O)CSc2nnc(-c3ccncc3)n2N)cc1C	i	i	0.6
CCCCn1c(N)c(N(CCC(C)C)C(=O)c2ccc3c(c2)OCCO3)c(=O)[nH]c1=O	i	i	-1.1
Cc1nc2ccccc2c(=O)n1/N=C/c1cccs1	i	i	0.7
O=C(NCCOc1ccccc1)c1n[nH]c(=O)c2ccccc12	i	i	-0.3
O=C(NCCc1ccc(Cl)cc1)c1ccc2ccccc2n1	i	i	0.1
COc1ccc(NC(=O)c2c(C(F)(F)F)nn(C)c2SCc2ccccc2Cl)cc1	i	i	0.2
COc1cccc(CN(C)C(c2ccccc2)c2ccccc2)c1OC	i	i	-0.7
Cn1c(CNC(=O)c2ccccc2F)nnc1SCC(=O)NCc1ccccc1	i	i	-1.4
O=C(Cn1ncc2c3ccccc3n(Cc3cccc(Cl)c3)c2c1=O)NCc1ccccn1	i	i	-1.8
COc1ccc2cc(CCNC(=O)c3ccc(S(=O)(=O)N4CCOCC4)cc3)c(=O)[nH]c2c1	i	i	1.8
Cc1cccc(N2CCN(C(=O)c3c(Cl)cnn3C)CC2)c1C	i	i	-0.4
CCOc1ccc2nc(N/C(N)=N/C(=S)Nc3cccc(OC)c3)nc(C)c2c1	i	i	-0.7
O=C(COC(=O)COc1ccccc1Cc1ccccc1)Nc1cccnc1Cl	i	i	-1.3
Cc1ccc(C)c(NC(=S)c2nc3ccccc3s2)c1	i	i	0.3
N#Cc1c(-c2ccccc2)nc(N2CCCCCC2)[nH]c1=O	i	i	-1.2
CC(C)Cc1ccc(CN2CCCC(NC(=O)CSc3nncn3C)C2)cc1 (stereo not given)	i	i	-0.3
CC(NC(=O)C(=O)N/N=C/c1ccc(Cl)cc1)c1ccccc1 (stereo not given)	i	i	0.1
Cc1ccccc1C(=O)NC1CCN(C(=O)Nc2ccccc2Cl)CC1	i	i	0.4
O=C(N/N=C/c1cc2c(cc1[N+](=O)[O-])OCO2)c1ccccn1	i	i	-1.6
Cc1cc(=O)n(C(NC(=O)c2ccccc2)C(=O)c2ccccc2)cn1 (stereo not given)	i	i	-0.4
CN(Cc1ccccc1)C(=O)c1cccc(NC(=O)c2ccco2)c1	i	i	-0.9
Cc1cc(-c2ccccc2)nc2oc3c(c12)NC(=O)CN(c1ccccc1)C3=O	i	i	-20.4
CCOc1ccc(S(=O)(=O)N(CC(=O)NCc2ccncc2)c2ccc(C)cc2)cc1	i	i	-3.7
O=C(c1ccc(COc2c(F)c(F)c(F)c(F)c2F)o1)N1CCN(Cc2ccc3c(c2)OCO3)CC1	i	i	0.4
COCCNC(=O)C(c1ccc(C)o1)N(C(=O)Cn1nnc2ccccc21)c1ccccc1 (stereo not given)	i	i	-0.5
Cc1nnc(SCC(=O)NC2CCCc3c2cnn3-c2ccc(F)cc2F)o1 (stereo not given)	i	i	-0.3
COc1ccc(OC)c(/C=N/NC(=O)CNC(=O)c2ccc(S(=O)(=O)N3CCCC3)cc2)c1	i	i	0.5
CCOc1ccc(/C=N/N2C(C)CCCC2C)cc1 (stereo not given)	i	i	1.8
O=C(CNc1ccccc1)NN=C1CCCC1	i	i	-2.0
CCC(C)c1ccccc1OCCCCN1CCCC1 (stereo not given)	i	i	-0.7
CCOc1ccc(C(=O)NCC(=O)OCc2cc(C(C)=O)ccc2OC)cc1	i	i	-1.7
COc1ccc(C(=O)Nc2nc(C)c(C)s2)cc1OC	i	i	1.0
COc1ccc(NC(=O)C(=O)NCC2CCCN2S(=O)(=O)c2ccc(C)cc2)cc1 (stereo not given)	i	i	nt
O=C(c1ccco1)N1CCN(Cc2cccc(C(F)(F)F)c2)CC1	i	i	-1.5
COc1ccc(OC)c(NC(=O)CSc2ccc(-c3cccnc3)nn2)c1	i	i	1.1
Cc1ccc(C(=O)OCC(=O)c2c[nH]c3ccccc23)cc1	i	i	-1.4
CCn1ccnc1CN1CCC(CO)(CCOc2ccccc2)CC1	i	i	-0.8
CCCn1c(N)c(C(=O)CSc2nnc(Cc3ccccc3)o2)c(=O)n(C)c1=O	i	i	-1.0
CC(C)CC(=O)Nc1nc2ccc(S(C)(=O)=O)cc2s1	i	i	2.1
N#CCc1ccc(OC(=O)c2cccnc2)cc1	i	i	-1.5
O=c1[nH]c(CSc2ncc(-c3ccc(F)cc3)n2Cc2ccco2)nc2ccccc12	i	i	0.8
O=C(CCC1CCCN(c2ncccn2)C1)NCc1ccc(F)c(F)c1 (stereo not given)	-5.78*	i	-1.2
COC1CC(C)NC(=S)N1 (stereo not given)	i	i	-4.3
O=C(c1cnccn1)N1CCN(c2ccccc2)CC1	i	i	0.1
CCOc1ccc(N(CC(=O)OC)S(=O)(=O)c2c(C)noc2C)cc1	i	i	-0.4
COc1ccccc1N1CCN(C(=O)c2cc(-c3ccc(Br)cc3)on2)CC1	i	i	-1.2
O=C(Nc1cc(S(=O)(=O)N2CCOCC2)ccc1O)c1ccco1	i	i	-0.6
(next part)
SMILES	CHT inh	CHT allo act	STK33 kinase inh
Cc1ccc(CNc2ccc3c(c2)ncn3C)cc1	i	i	-1.3
CC(=O)NCCOc1c(C)cc(S(N)(=O)=O)cc1C	i	i	0.4
NC(=O)NC(=O)COC(=O)/C=C/c1cccc(Br)c1	i	i	-0.4
NCCc1nnc(SCc2ccccc2)o1	i	i	-1.2
CCN(Cc1ccccc1)S(=O)(=O)c1ccc(F)cc1	i	i	-0.6
CC(=O)c1cccc(NC(=S)Nc2cccc3ccccc23)c1	i	i	-0.5
C#CCN1C(=O)S/C(=C/c2cc(C)n(CC)c2C)C1=O	i	i	-0.5
O=C(c1ccc2ccccc2c1)C1CCCN(C(=O)c2noc3c2CCCC3)C1 (stereo not given)	i	i	-0.1
CCCCCCCc1c(C#N)c(N)[nH]c(=S)c1C#N	i	i	-1.2
CC1(C)CC(=O)C(c2c[nH]c3ccccc23)C(=O)C1	i	i	-0.1
O=C(OC1CCOC1=O)c1cc(-c2cccs2)nc2ccccc12 (stereo not given)	i	i	2.1
COc1ccc(CN2C3CCCC2CC(NC(=O)/C=C/c2ccccc2)C3)cc1 (stereo not given)	i	i	-0.9
CNc1ccccc1C(C)(C)c1ccn[nH]1	i	i	-1.0
COCCCN(C(=O)CCOc1ccc(C)cc1)c1c(N)n(Cc2ccccc2)c(=O)[nH]c1=O	i	i	-1.1
CCOc1ccc(N(CC)C(=O)CCNC(=O)Cn2ccc3ccccc3c2=O)cc1	i	i	-1.1

Record cards, as listed above. Order of screens: CHT inh | CHT allo act | STK33 kinase inh
`CC(=O)c1cccc(NC(=S)Nc2cccc3ccccc23)c1` is entered as i | i | -0.5
`CC(=O)NCCOc1c(C)cc(S(N)(=O)=O)cc1C` is entered as i | i | 0.4

(listing goes on)
SMILES	CHT inh	CHT allo act	STK33 kinase inh
Cc1cc(-n2c(C)cc(C(=O)CSc3nc4ccccc4c(=O)n3Cc3ccco3)c2C)no1	i	i	0.5
CCOc1ccccc1NC(=O)CCC(=O)Nc1ccc2nc(N3CCN(C)CC3)cc(C)c2c1	i	i	0.3
COc1cc(/C=N/NC(=O)c2ccncc2)ccc1OCC(=O)Nc1cccc([N+](=O)[O-])c1	i	i	-0.5
COc1ccc(-c2cc(C(F)(F)F)nc(SCC(N)=O)n2)cc1	i	i	-0.1
c1ccc2sc(SCSc3nc4ccccc4s3)nc2c1	i	i	-0.8
Cc1oc(-c2ccccc2)nc1C(=O)N1CCN(c2ccc(F)cc2)CC1	i	i	-0.3
Cc1cc(C)cc(NC(=S)N(CCN(C)C)Cc2cccs2)c1	i	i	-0.2
Cn1nnnc1NCc1ccccc1F	i	i	0.0
CCSc1ncc(C#N)c(=O)[nH]1	i	i	-0.7
Cc1ccc(S(=O)(=O)N2CCN(C(=O)COC(=O)CCOc3cc(C)ccc3C)CC2)cc1	i	i	0.8
CC(OC(=O)c1nn(C)c(=O)c2ccccc12)C(=O)NCc1ccc2c(c1)OCO2 (stereo not given)	i	i	-1.4
COc1ccc(/C=N/OCC(=O)N=Nc2c(O)[nH]c3ccc(Br)cc23)cc1OC	i	i	-0.3

By substructure, the entries above with a thiophene ring, fused or not
SMILES	CHT inh	CHT allo act	STK33 kinase inh
CCN(CC)Cc1csc2ccc(Br)cc12	i	i	-1.5
COc1ccc(N(CC(=O)NC2CCCCC2)C(=O)c2ccc(C)s2)c(OC)c1	i	i	-0.2
Cc1cc(C)nc(NC(=O)c2cc(-c3ccc(C)s3)nc3ccccc23)c1	i	i	-0.2
O=C(/C=C/c1cccs1)Nc1ccc(Br)cn1	i	i	1.4
Cc1nc2ccccc2c(=O)n1/N=C/c1cccs1	i	i	0.7
O=C(OC1CCOC1=O)c1cc(-c2cccs2)nc2ccccc12 (stereo not given)	i	i	2.1
Cc1cc(C)cc(NC(=S)N(CCN(C)C)Cc2cccs2)c1	i	i	-0.2

Compound activity: PubChem BioAssay, several laboratories
